# D2 antag = antagonists of human D2 dopamine receptor. inhibition, % at 10 µM. HEK293 TREx D2 cells, calcium flux, dopamine EC80. 340,000 tested, 2% active. P14416; in the data active = inhibition above about 30%; also: 0% is about no effect
#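 Antagonism is scored as inhibition of an EC80 dopamine-evoked calcium signal in a force-coupled, tetracycline-inducible HEK293 T-REx D2 line, with compound present 180 s before agonist.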
# USP1 inh = blocks the human USP1/UAF1 deubiquitinase complex; O94782; recombinant USP1/UAF1, Ub-Rhodamine cleavage fluorescence; Potency, µM (highest dose often 57.1 µM), without a hit: at the highest dose activity change, negative = inhibition, most hits filed as inhibitors; 390,000 tested, 0.23% active; AID 743255; also: potency is read from the fitted curve at half-maximal effect; % is scaled to controls: 0 for no effect and ±100 for the full control effect; nearly all actives have a fitted effect of over 60% in size; inactives centre near -12
# Target sequence (O94782 whole entry, looked up): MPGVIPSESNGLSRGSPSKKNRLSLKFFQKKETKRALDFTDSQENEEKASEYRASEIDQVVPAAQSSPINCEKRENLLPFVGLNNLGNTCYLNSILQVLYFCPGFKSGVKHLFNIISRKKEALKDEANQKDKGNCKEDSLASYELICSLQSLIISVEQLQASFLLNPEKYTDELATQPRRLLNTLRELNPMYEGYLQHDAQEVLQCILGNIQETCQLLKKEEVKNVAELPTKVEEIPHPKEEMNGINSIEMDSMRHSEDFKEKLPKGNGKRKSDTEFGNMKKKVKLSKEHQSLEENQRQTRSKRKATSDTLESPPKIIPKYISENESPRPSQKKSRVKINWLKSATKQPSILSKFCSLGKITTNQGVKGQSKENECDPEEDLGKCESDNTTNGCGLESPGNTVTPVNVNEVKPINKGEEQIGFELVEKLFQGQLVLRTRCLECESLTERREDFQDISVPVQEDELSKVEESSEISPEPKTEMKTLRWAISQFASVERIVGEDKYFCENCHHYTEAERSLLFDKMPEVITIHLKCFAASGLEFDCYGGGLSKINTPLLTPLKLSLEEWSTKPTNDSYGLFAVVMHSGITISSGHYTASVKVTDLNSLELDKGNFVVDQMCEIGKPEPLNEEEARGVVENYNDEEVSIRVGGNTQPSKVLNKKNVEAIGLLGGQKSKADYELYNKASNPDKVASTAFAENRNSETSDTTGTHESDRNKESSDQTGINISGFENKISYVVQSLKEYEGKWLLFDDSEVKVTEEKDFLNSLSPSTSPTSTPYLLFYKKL
#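 USP1/UAF1 complex (1 nM) preincubated 15 min at room temperature with compound, then Ub-Rho substrate (150 nM final) added. Kinetic fluorescence at 480/540 nm over 6 reads at 60 s intervals; 50 mM HEPES pH 7.8, 0.5 mM EDTA, 0.1 mg/ml BSA, 1 mM TCEP, 0.01% Tween-20.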
# mIDH1 inhibitor = inhibitors of human mutant IDH1 R132H; Potency, µM (highest dose often 76.6 µM), without a hit: at the top dose activity change, negative = inhibition, hits mostly inhibitors; 390,000 tested, 0.093% active; IDH1-R132H enzyme, NADPH consumption, diaphorase/resazurin fluorescence; also: potency is read from the fitted curve at half-maximal effect; % is scaled to controls: 0 for no effect and ±100 for the full control effect; nearly all actives have a fitted effect of over 65% in size
#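 IDH1-R132H (0.5 ug/mL) preincubated 30 min with compound, then NADPH (0.016 mM) and alpha-KG (2 mM) added; 80 min at RT, pH 7.5. Remaining NADPH coupled via diaphorase/resazurin to fluorescence (540/590 nm); concentration-response curves normalized to no-enzyme control.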
# TrxR1 substrate = rat thioredoxin reductase 1 substrate activity. O89049. purified TrxR1 substrate turnover, NADPH consumption readout. Potency, µM (doses to about 114 µM), for the others: top-dose activity change, negative = substrate turnover. 390,000 tested, 0.01% active; also: potency is read from the fitted curve at half-maximal effect; % is scaled to controls: 0 for no effect and ±100 for the full control effect; nearly all actives have a fitted effect of over 50% in size
#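 Rat TrxR1, dispensed at 90 nM, was prereduced with 400 uM NADPH (final) for 5 min at ~22 deg C, then incubated with compound 15 min before 400 uM selenite. A first-read NADPH fluorescence drop versus no-compound background flagged substrates.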
# rTrxR1 inhibitor = blocks rat thioredoxin reductase 1. 390,000 tested, 1% active. recombinant rTrxR1, NADPH fluorescence consumption, selenite substrate. Potency, µM (top dose mostly 114 µM), for inactives: top-dose activity change, negative = inhibition, most hits filed as inhibitors. O89049; also: potency is read from the fitted curve at half-maximal effect; % is scaled to controls: 0 for no effect and ±100 for the full control effect; nearly all actives have a fitted effect of over 65% in size
#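 Rat TrxR1 (90 nM in the dispensed reagent) was pre-reduced with 400 uM NADPH for 5 min at room temperature, then incubated with compound for 15 min. After 400 uM selenite was added, NADPH fluorescence (Ex 340/Em 450 nm) was followed for 8 min.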
# TRHR agonist = agonists of human TRH receptor; TRHR cells, calcium flux fluo-8, FDSS agonist mode; AID 493084; 360,000 tested, 0.18% active; activation, % at 2 µM; P34981; in the data active = activation above about 30%; also: 0% is about no effect
#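 Steps: seed TRHR cells overnight; add fluo-8 no-wash Ca dye, RT 30 min–1.5 h; record 10 s baseline; pin-transfer compounds; monitor fluorescence 1 cycle/s for the agonist window. Calcium increases flag candidate agonists.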
# PI4K2A inh = blocks human PI4K2A kinase activity. Q9BTU6. activity change, negative = inhibition, % at 76.9 µM. purified PI4K2A, ADP-Glo luminescence, 1 h; stronger effect = lower value. 420,000 tested, 0.13% active; in the data active = activity change below about -50%; inconclusive = mostly about -30% to -49%;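 also: -100% = wells without enzyme as full effect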
#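 In this quantitative HTS, ADP production by PI4K2A was quantified luminescently after 1 h at ambient temperature; 100 microM adenosine served as plate-quality control.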
# D2 ag = activates the human D2 dopamine receptor. AID 485358. 340,000 tested, 0.53% active. activation, % at 2 µM. HEK293 T-REx D2 cells, calcium flux agonist mode. P14416;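 active = activation over 3 SD above normal in the single-dose calcium agonist read, cut at about 30% in these data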; also: 0% is about no effect
#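 Calcium-flux readout, 1 cycle/sec over 180 s following compound pin transfer, in inducible HEK293 Trex D2 cells (force-coupled); dopamine controls included. Positive calcium responses during this window marked compounds as potential agonists.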
# TRHR PAM = allosteric enhancers of human TRH receptor; 360,000 tested, 0.66% active; P34981; AID 493056; enhancement, % at 2 µM; TRHR cells, fluo-8 calcium fluorescence, EC20 TRH enhancement; in the data active = enhancement above about 30%; also: 0% is about no effect
#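 TRHR-expressing cells loaded with fluo-8 calcium dye were read kinetically (ex 480/em 530) during compound addition, then stimulated with an EC20 of TRH (10 nM final). Enhancement of the Gq-mediated intracellular calcium response was scored.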
# * marks the source's active call; other numbers are inactive results; ? = inconclusive; . = no result given; & = joins results of further samples; [ ] = dose if it differs, or a comment. Unless noted, calls follow the shape of the dose curve; as a rule, active = well fitted inhibition curve with a large enough effect; inconclusive = small, poorly fitted or top-dose-only effect; inactive = no such curve, though single readings can be large or run the other way. Compounds as they come. Share with any hit: about 3.9%.
[1] COc1ccc(OC)c(Nc2nc(N)c([N+](=O)[O-])c(NCc3ccccc3)n2)c1
[2] CCOc1ccc(/C=C/C(=O)CCC(=O)O)cc1
[3] COc1ccc(C(=O)NC2CC(C)(C)Cc3c2cnn3-c2ccccc2)c(OC)c1 (configuration not stated)
[4] O=C1c2ccccc2NC(c2ccccn2)N1NS(=O)(=O)c1ccccc1 (configuration not stated)
[5] O=[N+]([O-])c1ccc(N(CC(O)CN2CCCCC2)S(=O)(=O)c2ccccc2)cc1 (configuration not stated)
[6] CCOc1ccc(CNC(=O)c2cc3oc4ccccc4c3n2C)cc1
[7] O=C(CCn1c(=O)oc2ccccc21)Nc1ccon1
[8] O=C(Cc1cccs1)Nc1ccon1
compound no.	1	2	3	4	5	6	7	8
USP1 inh	-13%	-8%	-16%	-7%	?	-25%&-18%	3%	-3%
TrxR1 substrate	2%[57.1 µM]	-19%[11.4 µM]	-11%	27%	2%	3%	7%[57.1 µM]	-3%
PI4K2A inh	2	-5	1	-1	4	0&6	-3	1
TRHR PAM	2	19	-3	8	0	-4&2	3	2
D2 ag	0.7	0.2	0.2	1.8	-0.2	0.7	.	-0.5
rTrxR1 inhibitor	18%[57.1 µM]	35%[11.4 µM]	-5%	28%	12%	9%	18%[57.1 µM]	5%
TRHR agonist	0.6	-0.3	-0.9	0.5	-0.1	-0.3&0.3	1.2	0.2
D2 antag	-2	9	11	-5	27	3	.	1
mIDH1 inhibitor	3%	11%	-2%	-12%	7%	1%	7%	3%

[9] COc1ccccc1C(=O)NC(C(=O)NCCc1nc2ccccc2[nH]1)=C(C)C
[10] O=C1NCC(=O)N2C(c3ccccc3)c3[nH]c4ccccc4c3C[C@@H]12 (some centres not stated)
[11] COc1ccc(-n2c(SCC(=O)Nc3ccccc3OC)nc(O)cc2=O)cc1
[12] CC(C)c1nnc(NC(=O)CC(C)c2ccccc2)s1 (configuration not stated)
[13] Cc1ccc(S(=O)(=O)Nc2ccccc2CNc2cccc(C)n2)cc1
[14] Cc1cc(Cl)ccc1OCC(=O)NNC(=O)C1CSC2(C)CCC(=O)N12 (configuration not stated)
[15] CC(C)(C)NC(=O)NC(=O)CN1CCCCCCC1
[16] CC1=CC(C)(C)Nc2ccc(OC(=O)CN3C(=O)C4CCCCC4C3=O)cc21 (configuration not stated)
compound no.	9	10	11	12	13	14	15	16
USP1 inh	-9%	-4%	7%	-4%	-20%	-19%	0%	-17%
TrxR1 substrate	4%	-4%[57.1 µM]	10%[57.1 µM]	9%[57.1 µM]	-5%	1%[57.1 µM]	-3%[57.1 µM]	-3%
PI4K2A inh	3	-3	-1	1	1	2	1	-5
TRHR PAM	-6	-2	-3	-1	-7	15	-1	11
D2 ag	-0.8	0.3	.	-0.9	-1.4	0.2	.	-0.8
rTrxR1 inhibitor	21%	-3%[57.1 µM]	7%[57.1 µM]	10%[57.1 µM]	-2%	6%[57.1 µM]	-11%[57.1 µM]	-13%
TRHR agonist	0.0	0.9	0.4	-0.7	-0.2	0.2	0.8	-0.2
D2 antag	-3	23	.	-10	1	5	.	3
mIDH1 inhibitor	-9%	-11%	2%	4%	2%	-16%	1%	9%

[17] COCCn1c(=O)[nH]c2cc(C(=O)Nc3cccc(F)c3)ccc2c1=O
[18] CCOC(=O)c1nnn(-c2ccccc2)c1C
[19] CC(C)C(NC(=O)C12CC3CC(CC(C3)C1)C2)C(=O)N/N=C/C1=C(N2CCOCC2)C(=C\c2cccc([N+](=O)[O-])c2)/CC1 (configuration not stated)
[20] O=C(Nc1cccc(Cl)c1Cl)c1cc2nc(-c3ccc(Cl)cc3)cc(C(F)(F)F)n2n1
[21] CCOC(=O)c1ccccc1NS(=O)(=O)c1c(C)nc2sccn2c1=O
[22] Cc1ccccc1CS(=O)(=O)Cc1ccc(C(=O)NCCc2ccccc2)o1
[23] CCOC(=O)c1[nH]c(C)c(C(=O)NCc2ccc(OC)cc2)c1C
[24] O=C(NC1c2ccccc2-c2ccccc21)c1ccco1
compound no.	17	18	19	20	21	22	23	24
USP1 inh	-7%	-2%	-10%	-24%	-13%	?	-13%	-21%
TrxR1 substrate	2%	18%	-2%	3%	-3%	-11%&1%[57.1 µM]	3%[57.1 µM]	1%
PI4K2A inh	3	-4	0	-6	2	-1&2	6	3
TRHR PAM	4	-4	2	-2	-8	-7&-5	-2	16
D2 ag	40*	-0.3	1.1	.	0.5	-1.0&-0.4	1.0	0.4
rTrxR1 inhibitor	14%	31%[activator]	3%	19%	-2%	4%&0%[57.1 µM]	10%[57.1 µM]	8%
TRHR agonist	0.8	-0.1	0.5	0.1	-0.6	-1.0&-0.7	0.1	0.5
D2 antag	20	11	-4	.	2	-1	19	-7
mIDH1 inhibitor	-7%	7%	4%	-2%	9%	10%&9%	16%	3%

# Complete entries from above.
# CCOC(=O)c1nnn(-c2ccccc2)c1C across the screens: USP1 inh: -2%; TrxR1 substrate: 18%; PI4K2A inh: -4; TRHR PAM: -4; D2 ag: -0.3; rTrxR1 inhibitor: 31%[activator]; TRHR agonist: -0.1; D2 antag: 11; mIDH1 inhibitor: 7%
# CCOC(=O)c1ccccc1NS(=O)(=O)c1c(C)nc2sccn2c1=O across the screens: USP1 inh: -13%; TrxR1 substrate: -3%; PI4K2A inh: 2; TRHR PAM: -8; D2 ag: 0.5; rTrxR1 inhibitor: -2%; TRHR agonist: -0.6; D2 antag: 2; mIDH1 inhibitor: 9%

# Additional entries:
[25] Cc1ccc(-c2c[n+](CC(=O)Nc3nc(-c4ccc(F)cc4)cs3)c3n2CCC3)cc1
[26] O=C1Cc2cc(S(=O)(=O)NCc3ccc(F)cc3)ccc2N1
[27] COc1ccc(-c2coc3cc4oc(=O)c(CC(=O)O)c(C)c4cc23)cc1
[28] Cc1c(C(=O)Nc2ccc(Br)cc2F)oc2ccc(S(=O)(=O)N3CCCCC3)cc12
[29] COc1ccc(N2CCN(C(=O)CNC(=O)Cc3ccc(Cl)cc3)CC2)cc1
[30] Cc1ccc(S(=O)(=O)Cc2ccc(C(=O)NCc3ccc4c(c3)OCO4)o2)cc1
[31] O=C(NC(=O)c1ccccc1N1CCCCC1)Nc1ccc(Br)cc1
[32] Cc1nc2ccc(NC(=O)N3CCCCC3)cc2nc1C
compound no.	25	26	27	28	29	30	31	32
USP1 inh	-21%	-19%	-23%	19%	-5%	-10%	-12%	-15%
TrxR1 substrate	3%	5%	2%	2%[57.1 µM]	-2%	5%[57.1 µM]	6%	176%[activator]
PI4K2A inh	-2	0	-5	0	1	-1	-1	9
TRHR PAM	-4	.	-12	3	-6	9	6	4
D2 ag	1.3	.	0.9	.	-0.5	-1.0	-0.4	.
rTrxR1 inhibitor	5%	9%[57.1 µM]	21%	20%[57.1 µM]	10%	-20%[57.1 µM]	16%	18%
TRHR agonist	0.1	.	0.3	0.4	-0.4	-1.5	-0.7	0.3
D2 antag	2	.	0	.	-10	-5	23	.
mIDH1 inhibitor	1%	3%	19%	31%	5%	1%	2%	2%

[33] CC1CCN(c2oc(-c3cccc4ccccc34)nc2C#N)CC1
[34] CS(=O)(=O)c1ccc(Cl)c(NC(=O)COC(=O)COc2ccc3c(c2)CCC3)c1
[35] CCC(C)[C@H](NC(=O)C1CCN(C(=O)[C@H](Cc2ccccc2)NS(=O)(=O)c2ccc(C)cc2)CC1)C(=O)O (some centres not stated)
[36] CCCCn1c(N)c(N(CCOC)C(=O)c2ccc(S(=O)(=O)N3CCCCCC3)cc2)c(=O)[nH]c1=O
[37] Cc1ccc2oc(=O)cc(/C=C/c3ccccc3)c2c1
[38] CCOc1cc(C(=O)Nc2cccc(C(C)=O)c2)ccc1OCC(=O)N1CCCCC1
[39] COc1cccc(N2C(=O)C(CC(=O)Nc3ccc(F)cc3)N(CCC3=CCCCC3)C2=O)c1 (configuration not stated)
[40] CCn1c(=O)c([N+](=O)[O-])c(NCCc2ccccc2)c2ccccc21
compound no.	33	34	35	36	37	38	39	40
USP1 inh	-10%	-6%	-3%	-16%	-19%	-10%	-5%	-17%
TrxR1 substrate	45%[activator]	-3%[57.1 µM]	13%[57.1 µM]	5%	3%	1%[57.1 µM]	-18%	5%[11.4 µM]
PI4K2A inh	1	3	-2	2	1	2	-5	12
TRHR PAM	1	-5	2	-1	-10	1	-11	11
D2 ag	0.0	0.1	0.5	-0.1	0.0	2.3	0.8	-0.5
rTrxR1 inhibitor	44%[activator]	-5%[57.1 µM]	22%[57.1 µM]	17%	-8%	13%[57.1 µM]	-13%	0%[11.4 µM]
TRHR agonist	-0.3	-0.1	2.1	0.3	0.0	-0.1	1.2	-0.2
D2 antag	2	3	-2	4	-10	20	.	2
mIDH1 inhibitor	1%	-3%	0%	11%	2%	0%	0%	2%

[41] CC(=O)c1cccc(OCC(=O)N(C)CC(=O)NCc2ccco2)c1
[42] COc1ccc(N2CCN(C(=O)CCCn3c(=O)c4cccn4c4cccnc43)CC2)cc1
[43] CC1(C)CC(=O)C2=C(C1)OC(/N=C/N1CCCC1)=C(C#N)C2c1ccccc1 (configuration not stated)
[44] CC(C)=N/N=c1\scc(C)n1Cc1ccco1
compound no.	41	42	43	44
USP1 inh	-22%	-5%	4%	-7%
TrxR1 substrate	4%	2%	12%[57.1 µM]	2%[57.1 µM]
PI4K2A inh	-27	4	-4	-3
TRHR PAM	.	4	-18	3
D2 ag	.	0.3	-0.7	0.7
rTrxR1 inhibitor	?	21%	6%[57.1 µM]	8%[57.1 µM]
TRHR agonist	.	3.4	-0.5	-1.0
D2 antag	.	-20	2	40*
mIDH1 inhibitor	1%	-3%	6%	5%

# Shown with two lines to a compound: part of the list above.
# Sequence of screens – USP1 inh, TrxR1 substrate, PI4K2A inh, TRHR PAM, D2 ag, rTrxR1 inhibitor, TRHR agonist, D2 antag, mIDH1 inhibitor
(41) CC(=O)c1cccc(OCC(=O)N(C)CC(=O)NCc2ccco2)c1
 : -22%, 4%, -27, ., ., ?, ., ., 1%
(42) COc1ccc(N2CCN(C(=O)CCCn3c(=O)c4cccn4c4cccnc43)CC2)cc1
 : -5%, 2%, 4, 4, 0.3, 21%, 3.4, -20, -3%
